High-throughput results as filed in PubChem BioAssay.
Cav3 T inh = Cav3.2 calcium influx blockers – cell-based, Fluo-4 calcium fluorescence, FDSS, MLSMR library, primary screen | Cav3.2-expressing cells; hits give low values | B-score at 10 µM | 4% of 100,000 active;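 active = single-dose well whose peak fluorescence ratio is a statistical outlier from its plate by either plate-standardised score or position-corrected B-score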
The depositor's hits bear a star. Not all compounds are listed; the hit share may differ from the screen's.

SMILES	Cav3 T inh
O=C(Cc1cc(=O)oc2cc(O)ccc12)NCC1CCC(C(=O)O)CC1 (stereo not given)	1.2
COC(=O)c1ccc(NC(=O)C2CCN(S(C)(=O)=O)CC2)cc1	1.4
CCOC(=O)c1nn(-c2ccccc2C)c2nc(-c3ccc(C)cc3)c(C#N)c(=O)n12	-0.61
CC1(C)Cc2noc(N)c2C(C)(C)N1OC(=O)c1ccco1	-0.0011
O=C(C1CCN(c2nnc(-n3cccc3)s2)CC1)N1CCN(c2cccc(C(F)(F)F)c2)CC1	-0.73
N#Cc1c(N2CCOCC2)nc(-c2ccco2)c2c1CCCC2	-1.3
COc1ccc(OC)c(-c2cc(C(=O)NCc3cccs3)no2)c1	-3.1
O=C1[C@H]2[C@@H](C(=O)N1c1cc(Cl)cc(Cl)c1)[C@]1(C(=O)Nc3ccccc31)N1CCC[C@@H]21	-1.9
Cc1cc(Oc2cnn(C(C)(C)C)c(=O)c2Cl)cc(C(C)C)c1	-1.1
Cn1cccc1/C=N/n1c(-c2ccc(C(C)(C)C)cc2)n[nH]c1=S	-0.24
CCS(=O)(=O)n1nc(-c2ccc(OC)cc2)nc1SC	-0.32
CCCOc1cccc(C(=O)NC(=S)Nc2cccc(C(F)(F)F)c2)c1	-0.8
C=C(Cl)COc1ccc2c(CCCC)cc(=O)oc2c1	-1.3
CCn1c(SCC(=O)N2CCCc3ccccc32)nnc1-c1c[nH]c2ccccc12	-3.3
Cc1cc(C)c(C#N)c(SCc2nc3ccccc3[nH]2)n1	-0.63
Cc1cc2cc(C)c3nnc(SCC(=O)NCc4ccc5c(c4)OCO5)n3c2cc1C	0.81
O=C(CN1C(=O)CC(c2ccccc2)=Nc2ccccc21)NCc1ccccc1	-0.79
COc1ccc(NC(=O)CC(=O)Nc2ccc(OC)cc2OC)c(OC)c1	-0.39
CSCCC(NC(N)=O)C(=O)NCc1ccc(Cl)cc1 (stereo not given)	0.049
Cc1cc(C(C)(C)C)ccc1OCCn1ccnc1	-0.87
O=C(COC(=O)[C@@H]1CCCN1C(=O)c1cccs1)NCCc1ccccc1	0.3
COc1ccc(/C=N/n2c(-c3ccco3)nc3ccccc3c2=O)cc1	0.64
CC(C)NC(=O)C1CCN(C(=O)N(C)C)CC1	1.3
NCCCC[C@@H]1NC(=O)c2cc([N+](=O)[O-])cc(I)c2SC[C@@H](C(N)=O)NC(=O)[C@H](Cc2ccc(O)cc2)NC1=O	1
COc1ccccc1NC(=O)CSc1nnc(CC(=O)Nc2ccccc2)n1C	0.37
O/C(=C\Sc1nnc(Cc2ccccc2)o1)c1ccc(F)cc1	-0.043
Cc1cccc2cc3c(NC(=O)CC(C)C)nn(C)c3nc12	0.66
CCOc1cc(C)c(-c2onc(C(F)(F)F)c2-c2csc(C)n2)c(O)c1	-2.8
CCOC(=O)Cn1c(-c2nonc2NC(=O)c2ccccc2F)nc2ccccc21	-1.3
CCOC(=O)C(NC(=O)c1ccccc1OCC)(Nc1ncccn1)C(F)(F)F (stereo not given)	-0.047
N#CC(c1ccccc1)c1ccc2c(C(F)(F)F)cc(C(F)(F)F)nc2n1 (stereo not given)	0.77
CC(C)c1ccc(-c2c(C#N)c(N)nc(SCC(=O)N3CCCCC3)c2C#N)cc1	-0.36
CCCn1c(C2CC(=O)N(c3cc(OC)ccc3OC)C2)nc2ccccc21 (stereo not given)	0.59
CCCCC1C(C#N)=C(C)NC2=C1C(=O)CC(C)(C)C2 (stereo not given)	3.1
Clc1cccc(NCc2nnc(SCc3ccc(Cl)cc3Cl)o2)c1	-0.82
O=C(Nc1cccc(NC(=O)c2ccco2)c1)c1cnccn1	-0.48
C=CCNC(=O)c1onc(CSc2cccc(OC)c2)c1C(=O)O	0.62
CCC(C)NCC(=O)Nc1sc2c(c1C(N)=O)CCC2 (stereo not given)	0.37
COc1ccc2occ(C(=O)c3cccs3)c2c1	-1.6
C#CC(CC)(CC)NC(=S)Nc1cccc(C(C)=O)c1	-0.76
O=C(c1ccco1)N1CCC(n2nnc3ccccc32)CC1	-0.16
Cc1c(C)n(CC(O)CN2CCOCC2)c2ccccc12 (stereo not given)	0.79
O=C(CSc1ccccc1Cl)c1ccco1	-0.51
Cc1nn(Cc2ccccc2)c2c1C(c1ccc(Cl)cc1)C(C#N)=C(N)O2 (stereo not given)	-0.89
CC1=C(C(=O)OCC(C)C)C(c2cc3c(cc2Br)OCO3)NC(=O)N1C (stereo not given)	-0.78
COc1ccc(NC(=O)Nc2cccc3cccnc23)cc1	-2.5
Cc1cc(NC(=O)CCC(=O)N(CC(=O)NCC2CCCO2)Cc2ccc(F)cc2)no1 (stereo not given)	0.56
CC(C)(C)NC(=O)C(c1ccncc1)N(Cc1cccs1)C(=O)Cn1nnc(-c2cccs2)n1 (stereo not given)	-1
COc1ccc(C2C=C(c3ccccc3)Nc3nnnn32)cc1 (stereo not given)	-0.13
CCN(CC)CCCCCOc1ccccc1OC	1.1
Cc1cc(C)n(CNc2nc(C(F)(F)F)cs2)n1	-0.33
CCOC(=O)CN1C(=O)N[C@@H](c2ccc(Br)cc2)C(C(C)=O)=C1C	1.1
CCCCNC(=O)C1c2ccccc2C(=O)N(c2ccc(OC)cc2)C1c1ccc(OC)cc1 (stereo not given)	0.37
C=CCNC(=O)C(=O)c1cccn1-c1ccsc1C(=O)OC	-0.52
O=C(OCC(=O)N1CCc2ccccc21)c1ccc[n+]([O-])c1	0.035
CCOC(=O)c1c(C)n(C)c2ccc(OC)c(NC(=O)CN3CCSCC3)c12	0.91
COc1ccc(N(C(=O)c2ccco2)C(C(=O)NC2CCCCC2)c2cccs2)cc1OC (stereo not given)	0.67
Cc1nn(C)c(C)c1CNC(=O)c1cnn2c1NC(c1ccccc1)CC2C(F)(F)F (stereo not given)	-0.059
CS(=O)(=O)N(CC(=O)N1CCCCCC1)c1ccc(Br)cc1	0.69
Cc1ccc(S(=O)(=O)NC2CCOC(C)(C)C2)cc1 (stereo not given)	-0.082
New compounds follow
SMILES	Cav3 T inh
CCn1ncc(CNC(=O)CCCSc2nc(-c3ccco3)cc(C(F)(F)F)n2)c1C	-0.47
CCCCNc1nc(-c2ccccc2)nc(-n2ccnc2)n1	-1.2
COc1cccc(CNn2cnnc2)c1OCc1ccccc1F	0.057
O=C(N1CCCC1)C12CC3CC(CC(C3)C1)C2	0.89
Cc1ccc(N(CC(=O)NCc2ccco2)S(=O)(=O)c2ccccc2)cc1	1.2
Cc1ccc(S(=O)(=O)Nc2ccccc2CNc2c(C)n(C)n(-c3ccccc3)c2=O)cc1	-0.11
COc1ccc(C(=O)c2oc3nc(C)cc(C)c3c2N)cc1	-0.091
CCC1=C(OC(=O)N(CC)CC)N2C(=O)OC(=NCC3CC3)[C@]2(C)[C@H]2C1=CC[C@H]1C(=O)N(CC(=O)OC)C(=O)[C@H]12	0.83
O=C(C1=C[C@@H](C2CC2)C[C@@H](OCc2ccc(CO)cc2)O1)N1CCOCC1	0.89
COc1ccc(OC)c(NC(=O)C(CC(=O)O)Cc2ccc(Cl)cc2)c1 (stereo not given)	0.0036
COc1ccc(C(=O)CSc2nnc(-c3cccnc3)n2Cc2ccco2)cc1	0.035
CCOc1ccc(C(=O)OCc2nnc(-c3cccs3)o2)cc1OC	-0.85
CCOC(=O)/C(C#N)=C\c1ccc(OCC(=O)Nc2ccc(C)cc2C)c(OC)c1	0.067
Cc1cc(NC(=O)Nc2cccs2)no1	0.43
COC(=O)Cc1c(C)nc2nc[nH]n2c1=O	-0.11
CCn1c(-c2ccc(-c3ccccc3)cc2)c[nH]c1=S	-0.18
CCN(CC)C(=O)CSc1nc2ncc(Br)cc2[nH]1	-0.29
Cc1c(NC(=O)C(C)OC(=O)C(NC(=O)c2ccco2)C(C)C)c(=O)n(-c2ccccc2)n1C (stereo not given)	0.81
Cc1ccc(NC(=S)NCCC(c2ccccc2)c2ccccc2)c(C)c1	-3.2
COc1ccc(C2C(C#N)=C(N)Oc3c2sc2nc(C)cc(C)c32)cc1 (stereo not given)	0.14
CCOC(=O)c1nc(S(C)(=O)=O)ncc1Cl	1.4
Cc1[nH]ccc(=O)c1OCc1ccccc1	0.095
CCOC(=O)NC1(C(F)(F)F)C(=O)N(Cc2ccccn2)C2=C1C(=O)CC(C)(C)C2 (stereo not given)	-1.1
O=C(c1cccs1)N1CCC(c2nc3c(nnn3Cc3ccccc3)c(=O)[nH]2)CC1	0.21
COc1ccc(CCNc2ccc(C(CC(N)=O)NC(=O)Cc3ccc(Br)cc3)cc2[N+](=O)[O-])cc1 (stereo not given)	-0.16
COc1ccc(N(CC(=O)NCC2CCCO2)C(=O)CCC(=O)Nc2nccs2)cc1 (stereo not given)	-0.16
O=S(=O)(Cc1ccccc1Cl)N1CCN(Cc2ccc3c(c2)OCO3)CC1	-1.9
O=C(Nc1ccc(-c2nc3ncccc3o2)cc1)c1ccco1	0.89
COc1c(N2CCNC(C)C2)c(F)cc2c(=O)c(C(=O)O)cn(C3CC3)c12 (stereo not given)	0.32
O=C(CS(=O)(=O)c1cccc(C(F)(F)F)c1)Nc1ccccc1Cl	-0.19
COc1ccc2cc3cc(C(=O)NCCc4ccc(OC)c(OC)c4)oc3nc2c1	0.78
CCOC(=O)Cc1csc(NC(NC(=O)CC)(C(F)(F)F)C(F)(F)F)n1	-0.98
COc1ccc(-c2noc(CN3CCCCC3)n2)cc1OC	-0.14
COC1CCCCC1Nc1cccc(SC)c1 (stereo not given)	0.084
Cc1cccc(C(=O)NC(NCc2ccco2)C(Cl)(Cl)Cl)c1 (stereo not given)	-1.8
COc1ccc(CC(=O)OCC(=O)NC(=O)NC2CCCCC2)cc1	-3
COc1ccc(-n2c3c(cc(C(=O)N4CCN(CCO)CC4)c2=O)C(=O)CC(C)(C)C3)cc1	0.2
Cc1ccc(OCC(=O)Nn2cnnc2)c(Br)c1	-0.2
CC(C)(C)S(=O)(=O)c1cnc2c(-c3ccc(F)cc3)cnn2c1N	0.83
COc1ccc(OC)c(C(=O)COC(=O)CNC(=O)C2CCCCC2)c1	0.0039
CC1(C)Cc2c(c(-c3ccccc3)nc(N3CCOCC3)c2C(N)=O)CO1	-0.083
CC(C(=O)NC1CCCCCC1)N(c1ccccc1)S(C)(=O)=O (stereo not given)	0.35
CC(C)=CCC/C(C)=C/COc1ccc2ccc(=O)oc2c1	-0.44
NS(=O)(=O)c1ccc(CCNC(=O)c2ccc(S(=O)(=O)N3CCCCC3)cc2)cc1	-0.053
CCc1nnc(NC(=O)CSc2ccc(-c3nc4ccccc4[nH]3)cn2)s1	-2.2
COc1cc(NC(=O)C(C)Oc2ccccc2)cc(OC)c1 (stereo not given)	-0.54
CN1CCN(C2=C(Cl)C(=O)C(c3cnc(N4CCCCC4)s3)=C(Cl)C2=O)CC1	1
CCCNC(=O)Nc1ccc2c(c1)nc(C)n2C	0.88
CC(C)CC1NC(=O)N(CC(=O)N2CCN(S(=O)(=O)c3ccccc3)CC2)C1=O (stereo not given)	-0.025
CCCc1[nH]nc2c1C(c1cccnc1)C(C#N)=C(N)O2 (stereo not given)	0.054
CCC(Oc1ccccc1)C(=O)N1CCN(CC)CC1 (stereo not given)	0.77
CCOC(=O)c1ccc(NC(=O)C2(c3ccc(OC)cc3)CCCC2)cc1	0.12
COCCn1c(SCC(=O)Nc2nnc(C)s2)nnc1-c1cc2ccccc2cc1O	-0.027
Cn1c(=O)[nH]c(=O)c2c1nc(CN1CCOCC1)n2CCCc1ccccc1	0.3
COCCn1c(=S)[nH]c2cc(C(=O)NC(C)C)ccc2c1=O	-0.53
COC(=O)c1ccccc1NC(=O)C1CCN(S(=O)(=O)c2cc(C)ccc2OC)CC1	-2
CC(O)[C@H]1CN=C(N)N1CCCCC1CCCCC1 (stereo not given in full)	2.1
CCOC(=O)CN1C(=O)N[C@@H](CCc2ccccc2)[C@H](C(C)=O)[C@H]1C	0.21
CCCn1c(SCc2nc(-c3cccs3)no2)nnc1-c1ccncc1	0.66
CC(=O)Nc1nc(=O)c2ccccc2s1	1
The listing continues.
SMILES	Cav3 T inh
O=S(=O)(c1ccc(S(=O)(=O)N2CCCC2)cc1)N1CCCCCC1	-0.2
CCOc1ccc(C(=O)CN2CCN(S(=O)(=O)c3ccc(Br)cc3)CC2)cc1	0.56
CCOC(=O)Cc1cnc(NC(=O)Cn2nnc(-c3ccc(OCC)cc3)n2)s1	-7.2*
O=S(=O)(c1cccc2ccccc12)n1nnc2ccccc21	-0.02
